High-throughput results as filed in PubChem.
pAkt inh: HTS Assay for Inhibitors of Akt Phophorylation: Primary Screen. Neuro2A IGF-stimulated pAkt S473 HTRF, 20 min; hits give low values. activity change, % for hits at 50 µM. 360,000 tested, 0.32% active. AID 651550, 2012; in the data active = activity change below about -80%; inconclusive = mostly about -51% to -80%; also: % is scaled to controls: 0 for no effect and ±100 for the full control effect
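Single-point screen (50 µM final compound) in Neuro2A cells stimulated 20 min with 6 nM IGF at 37 deg C. After lysis, Ser473-phosphorylated Akt read by HTRF (ex 330 nm, em 615/665 nm) as the 665/615 ratio.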
DRD3 agonist: qHTS of D3 Dopamine Receptor Agonist: qHTS | max activation, % | D(3) dopamine receptor (Homo sapiens), P35462 | AID 652048, 2013 | D3R DiscoveRx beta-arrestin cells, luminescence, 90 min | 410,000 tested, 0.58% active; in the data active = max activation above about 30%; also: 0% is about no effect; mostly tested at two doses, the higher about 12 µM
Target sequence (P35462 whole entry, looked up): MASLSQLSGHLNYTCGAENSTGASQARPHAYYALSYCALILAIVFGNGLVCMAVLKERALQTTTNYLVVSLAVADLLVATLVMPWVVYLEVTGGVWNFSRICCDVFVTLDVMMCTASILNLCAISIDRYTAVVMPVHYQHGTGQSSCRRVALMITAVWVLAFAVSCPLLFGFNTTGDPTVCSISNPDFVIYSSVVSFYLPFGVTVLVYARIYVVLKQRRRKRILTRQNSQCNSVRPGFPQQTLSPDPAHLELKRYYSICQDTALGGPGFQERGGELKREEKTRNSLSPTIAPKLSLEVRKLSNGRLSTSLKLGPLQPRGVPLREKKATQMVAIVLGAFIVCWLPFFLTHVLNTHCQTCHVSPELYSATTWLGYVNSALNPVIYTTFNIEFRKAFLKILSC
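Cells at 1500/well, incubated overnight, then treated with pinned compounds (dopamine as control) for 90 min at 37 degrees C. DiscoveRx reagent added for 30 - 60 minutes at room temperature; luminescence read.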
CCT modulator: High-Throughput Screening for Modulators of Cytosolic Chaperonin Activity | purified chaperonin ATPase assay, HTRF ADP detection, 30 min | activity change, % (test concentration not listed), hits read low | 360,000 tested, 0.3% active | AID 651819, 2012; in the data active = activity change below about -30%; also: % is scaled to controls: 0 for no effect and ±100 for the full control effect
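First, chaperonin was dispensed at 40 nM or 20 nM final depending on batch activity. Next, compounds were pinned at 76 uM and ATP added at 10 uM. After 30 min at 37 °C, ADP detection reagents ran 30 min at ambient temperature.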
D3 antag: qHTS of D3 Dopamine Receptor Antagonist: qHTS; max response, negative = inhibition, %; 360,000 tested, 2.5% active; D3R cells, DiscoveRx beta-arrestin luminescence, antagonist mode; hits give low values; in the data active = max response below about -50%; inconclusive = no clear call, values can overlap the other calls; also: % is scaled to controls: 0 for no effect and ±100 for the full control effect; mostly tested at two doses, the higher about 12 µM
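Cells expressing the human receptor were seeded at 1500 cells/well, incubated overnight at 37 degrees C in 5% CO2, then exposed to library compounds with dopamine controls for 90 minutes at 37 degrees C before luminescent detection.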
MmCpn inh: Inhibitors of TCP-1 ring complex (TRiC) of Methanococcus maripaludis (MmCpn): qHTS. Chaperonin Mm-Cpn (Methanococcus maripaludis). purified Mm-Cpn ATPase, ADP Transcreener TR-FRET. Potency, µM (doses to about 76.9 µM), without a hit: at the top dose activity, negative = inhibition, actives largely listed as inhibitors. 330,000 tested, 0.031% active; also: potency is read from the fitted curve at half-maximal effect; % is scaled to controls: 0 for no effect and ±100 for the full control effect; nearly all actives have a fitted effect of over 80% in size
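ATPase read-out: TR-FRET ADP immunoassay (anti-ADP Eu cryptate vs ADP-d2), ex 320 nm, em 590/665 nm; signal drops as ADP forms. Enzyme 25 nM, ATP 10 uM, 30 min at 37°C after 10 min compound preincubation.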
EPAC2 antagonist: qHTS for Antagonist of cAMP-regulated guanine nucleotide exchange factor 2 (EPAC2): primary screen; Rap guanine nucleotide exchange factor 4 (Homo sapiens), Q8WZA2; EPAC2 GEF exchange of Rap1B-BODIPY-GDP, fluorescence; Potency, µM (series often up to 114 µM), inactives show at the top dose activity, negative = inhibition, most hits filed as inhibitors; 360,000 tested, 0.18% active; also: potency is read from the fitted curve at half-maximal effect; % is scaled to controls: 0 for no effect and ±100 for the full control effect; nearly all actives have a fitted effect of over 45% in size; many of its hits are not listed in these tables
EPAC2 agonist: qHTS for Agonist of cAMP-regulated guanine nucleotide exchange factor 4 (EPAC2): primary screen; AID 720711, 2013; 360,000 tested, 0.079% active; Potency, µM (doses to about 154 µM), without a hit: at the top dose activation, hits mostly activators; EPAC2 activation, biochemical qHTS; response scale: 100% = 6.5 mM cAMP response; Rap guanine nucleotide exchange factor 4 (Homo sapiens), Q8WZA2; also: potency is read from the fitted curve at half-maximal effect; nearly all actives have a fitted effect of over 50% in size
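Compounds were titrated in qHTS against a Rap1B-BODIPY-GDP (250 nM) complex with EPAC2 (100 nM) and GDP (50 uM). BODIPY-GDP release tracked at 480/540 nm over 30 min at room temperature, normalized to 6.5 mM cAMP.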
PTHR1 ag: qHTS for PTHR1 Agonists: Primary Screen. Parathyroid hormone/parathyroid hormone-related peptide receptor (Homo sapiens), Q03431. HEK293 GP2 PTHR1 cells, GloSensor cAMP luminescence, 1 h. Potency, µM (series often up to 115 µM), for inactives: top-dose activation, hits mostly activators. 410,000 tested, 0.075% active; also: potency is read from the fitted curve at half-maximal effect; nearly all actives have a fitted effect of over 55% in size; some results filed as inactive show a strong effect at the top dose; inactives centre near -15; many of its hits are not listed in these tables
Target sequence (Q03431 whole entry, looked up): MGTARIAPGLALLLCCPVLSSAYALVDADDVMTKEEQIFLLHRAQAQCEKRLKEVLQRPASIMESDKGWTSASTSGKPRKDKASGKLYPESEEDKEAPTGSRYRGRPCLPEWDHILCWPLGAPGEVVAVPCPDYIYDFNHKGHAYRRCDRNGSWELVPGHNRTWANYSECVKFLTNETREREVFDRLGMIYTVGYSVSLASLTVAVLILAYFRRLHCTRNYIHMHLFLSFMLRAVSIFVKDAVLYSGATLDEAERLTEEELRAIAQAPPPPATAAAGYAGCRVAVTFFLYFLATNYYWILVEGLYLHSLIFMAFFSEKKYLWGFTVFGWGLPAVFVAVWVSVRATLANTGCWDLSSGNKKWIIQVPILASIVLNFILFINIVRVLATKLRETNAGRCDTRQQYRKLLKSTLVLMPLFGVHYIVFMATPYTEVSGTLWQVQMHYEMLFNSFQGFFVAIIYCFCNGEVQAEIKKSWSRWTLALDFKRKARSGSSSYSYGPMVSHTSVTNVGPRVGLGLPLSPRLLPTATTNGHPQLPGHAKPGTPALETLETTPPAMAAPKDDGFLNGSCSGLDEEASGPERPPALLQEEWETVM
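HEK-293-derived GP2 cells expressing PTHR1 and a GloSensor cAMP reporter, 3,000/well, plated overnight, given luciferin plus IBMX (each 0.5 mM as added) for 1 h at 37 °C, then compound for 1 h at 37 °C. Luminescence was read after 15 min at room temperature.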
The depositor's hits bear a star; i = inactive; ? = inconclusive; . = not tested or not shown; & = joins results of further samples; [ ] = remark or other dose. Unless noted, calls follow the shape of the dose curve; as a rule, active = well fitted curve in the direction sought with a large enough effect; inconclusive = small, poorly fitted or top-dose-only effect, or another doubt; inactive = no such curve, though single readings can be large; an effect the other way counts as inactive or inconclusive. A portion of the library, so the mix of outcomes need not match the whole.

SMILES	pAkt inh	DRD3 agonist	CCT modulator	D3 antag	MmCpn inh	EPAC2 antagonist	EPAC2 agonist	PTHR1 ag
CC(NC(=O)CSCc1ccc(Br)cc1)c1ccccc1 (stereo not given)	i	-2	-3.6	3	1%	-18%	8%	-44%[inhibitor]
CCCc1nc2nc(C)c(NS(=O)(=O)c3ccc(F)cc3)c(=O)n2[nH]1	i	-7&4	0.6	8	-14%	10%	16%	i
O=C(C[C@H]1CC[C@@H](NS(=O)(=O)c2ccccc2)[C@@H](CO)O1)NCc1ccc(Cl)c(Cl)c1	i	5	.	2	.	-11%	0%	-34%[inhibitor]
COc1ccc(CCNC(=O)C2CCCN(S(C)(=O)=O)C2)cc1 (stereo not given)	i	-7	-1.0	-9	0%	3%	7%	?
Cc1ccc(-c2csc(N/N=C/c3ccco3)n2)c(C)c1	i	-3	-4.3	-8	0%	2%	-4%	i
O=C(NCc1ccco1)C1CCN(C(=O)c2ccc(Cl)cc2)CC1	i	-3	-3.2	-15	-3%	14%	11%	i
Cn1c(=O)cc(OCC(=O)N2CCN(c3cccc(C(F)(F)F)c3)CC2)c2ccccc21	i	9	0.8	41	-2%	17%	-24%	i
Cc1cccc(NC(=O)CSc2nnc(CNC(=O)c3ccc(S(=O)(=O)N(C)C)cc3)n2-c2cccc(C)c2)c1	i	-7	0.6	-1	0%	-4%	-11%	-53%[inhibitor]
Cc1ccccc1NC(=O)Cc1nnc(NC(=O)Nc2ccccc2F)s1	i	-12	0.3	2	1%	-5%	4%	i
c1ccc(CCNc2nc3ccccc3n3nnnc23)cc1	i	3	-4.5	52	0%	9%	6%	i

Whole records, looked up by structure. Order of values: pAkt inh	DRD3 agonist	CCT modulator	D3 antag	MmCpn inh	EPAC2 antagonist	EPAC2 agonist	PTHR1 ag
CC(NC(=O)CSCc1ccc(Br)cc1)c1ccccc1 (stereo not given) is entered as i	-2	-3.6	3	1%	-18%	8%	-44%[inhibitor]
Cc1ccccc1NC(=O)Cc1nnc(NC(=O)Nc2ccccc2F)s1 is entered as i	-12	0.3	2	1%	-5%	4%	i
c1ccc(CCNc2nc3ccccc3n3nnnc23)cc1 is entered as i	3	-4.5	52	0%	9%	6%	i
COc1ccc(CCNC(=O)C2CCCN(S(C)(=O)=O)C2)cc1 (stereo not given) is entered as i	-7	-1.0	-9	0%	3%	7%	?
O=C(NCc1ccco1)C1CCN(C(=O)c2ccc(Cl)cc2)CC1 is entered as i	-3	-3.2	-15	-3%	14%	11%	i

(more compounds)
SMILES	pAkt inh	DRD3 agonist	CCT modulator	D3 antag	MmCpn inh	EPAC2 antagonist	EPAC2 agonist	PTHR1 ag
O=C(Nc1ccc(CN2CCOCC2)cc1)c1ccc(Cl)cc1	i	-3	-0.2	-7	1%	9%	2%	-23%
O=C(NCC(=O)N1CCN(C(=O)c2ccccc2)CC1)c1ccccc1	i	2	2.1	6	0%	5%	3%	i
Cc1cc(C)nc(NNS(=O)(=O)c2c(C)cc(C(C)(C)C)cc2C)n1	i	-16	-2.8	0	-1%	-4%	-12%	-24%
Cc1noc(C)c1C(=O)OC(C)C(=O)Nc1ccc(C(N)=O)cc1 (stereo not given)	i	-5	0.5	-3	2%	0%	14%	-9%
CCOc1ccc(C(=O)Nc2cc(C)on2)cc1OCC	i	-3	0.9	-9	0%	-3%	7%	-18%
CC(C)OCCCNc1ncnc2c1cnn2-c1ccccc1	i	1	-0.7	13	1%	-1%	-3%	-15%
c1ccc2c(c1)[nH]c1nc(SCCN3CCOCC3)nnc12	i	0	-0.6	0	0%	-9%	7%	8%[57.5 µM]
Nc1ccn([C@@H]2O[C@H](CNCc3ccc(C#CCCO)cc3)[C@@H](O)[C@H]2O)c(=O)n1	i	-11	-0.3	-21	.	-3%	3%	1%
O=C(CN1C(=O)c2ccccc2C1=O)Nc1ccc(Cl)cn1	i	-5	-6.0	-7	0%	3%	5%	-29%
COc1cc(NC(=S)NCCc2ccc(S(N)(=O)=O)cc2)c(OC)cc1Cl	i	1	1.5	1	1%	-7%	7%	i
FC(F)(F)c1cccc(CN2CCSCC2)c1	i	4	-0.8	2	-3%	1%	4%	-11%
NC(=O)c1nnn(-c2ccc([N+](=O)[O-])cc2)c1-c1ccccc1	i	-6	-0.4	9	-4%	7%	9%	-11%
O=C(NCc1ccc(F)cc1)c1ccccc1OCc1ccccc1	i	1	-1.1	5	0%	-18%	4%	-10%
COc1cc(C2C(C(=O)Nc3ccccc3OC)=C(C)Nc3ncnn32)ccc1O (stereo not given)	i	4	-0.6	13	-1%	-14%	-4%	-96%
CC1CCN(C(=S)c2ccc([N+](=O)[O-])cc2)CC1	i	3	2.0	22	-1%	3%	-6%	-9%
O=C(CCCNS(=O)(=O)c1cccc2nsnc12)NCCN1CCN(c2ccccc2F)CC1	i	25	0.3	-85*	3%	-12%	2%	-30%[inhibitor]
CCc1ccc(S(=O)(=O)Nc2nnc(N)s2)cc1	i	4	-2.4	5	0%	9%	13%	-22%
O=C(C1CCCN(S(=O)(=O)c2cccc3nonc23)C1)N1CCN(c2ccccc2)CC1 (stereo not given)	i	7	-0.3	4	-1%	-4%	13%	-17%[57.5 µM]
CC1CCCCN1CCCNC(=O)CN1C(=O)CSc2ccc(S(=O)(=O)N3CCOCC3)cc21 (stereo not given)	i	-2&-8	-0.1	-1	-5%	2%	-1%	-12%
CCOC(=O)C1CCCN(C(c2ccccn2)c2c(C)[nH]c3ccccc23)C1 (stereo not given)	i	-8	-2.3	-19	1%	3%	9%	-22%
Fc1ccccc1NC(=S)NCCc1ccc(Cl)cc1	i	-4	-1.3	-1	1%	-19%	7%	-21%
Cc1ccccc1C(=O)N1CCN(c2ccc(NC(=O)c3ccccc3[N+](=O)[O-])cc2)CC1	i	11	0.5	11	-4%	-8%	0%	i
COc1ccc(NC(=O)c2cc(S(=O)(=O)N3CCCCC3)c[nH]2)cc1Cl	i	0&-14	1.3	13	-5%	8%	4%	-17%&0%
CCc1nnc(NC(=O)CN2C(=O)NC3(CCCC3)C2=O)s1	i	-6	-1.6	-22	1%	13%	6%	i
CCOC(=O)c1sc2nc(C)nc(N3CCN(S(=O)(=O)c4ccccc4)CC3)c2c1C	i	-4	-0.4	-20	-12%	-2%	7%	-8%
O=C(c1ccccc1NS(=O)(=O)c1ccc(F)cc1)N1CCCCC1	i	-9	-0.3	-21	-5%	-2%	4%	-22%
C=CCN1C(=O)C(Cc2ccc(F)cc2)S/C1=N/N=C/c1ccco1 (stereo not given)	i	-1	-7.4	-10	0%	0%	-9%	i
O=C(COC(=O)c1cccnc1Cl)NCCC1=CCCCC1	i	-17	-1.4	-14	1%	0%	-3%	i
COc1ccccc1-n1c(SCC(=O)O)nc2c(sc(=S)n2-c2ccc(C)c(C)c2)c1=O	i	1	-3.1	-6	-1%	-27%	7%	-8%
COC(=O)c1sc(NC(=O)c2cc3c(s2)CCCC3)nc1C	i	-38	0.5	-25	-4%	-2%	2%	-20%
CN(CC(=O)Nc1ccccc1Br)C(=O)CN1CCN(Cc2cccc(Cl)c2)CC1	i	-17	-2.2	-20	2%	-6%	3%	i
COc1cc(OC)c(C(=O)Nc2ccc(S(=O)(=O)N3CCCCC3)cc2)cc1OC	i	-10	-1.3	-6	-5%	-14%	5%	i
CC(C)CN(C(=O)c1cccs1)C1CCS(=O)(=O)C1 (stereo not given)	i	7	-8.6	8	0%	12%	5%	-6%
CCN(CC)CC(=O)NC1CCCc2c1cnn2-c1cc(F)cc(F)c1 (stereo not given)	i	1	0.0	13	.	-5%	7%	i
CCOc1ccc(OCCCC(=O)Nc2nc3ccccc3[nH]2)cc1	i	3	0.0	1	-5%	12%	3%	i
COc1ccc(C2C(C#N)=C(N)N(c3ccccc3C#N)C3=C2C(=O)CCC3)cc1CN1CCCC1 (stereo not given)	i	-2	-0.7	-17	-1%	5%	-1%	-13%
CC(C)Cn1c(-c2csc3c2CCCC3)n[nH]c1=S	i	4	-1.5	-1	0%	-11%	-5%	-2%
O=C(COC(=O)c1ccc(Br)o1)Nc1nc2ccccc2s1	i	2	-2.1	?	-5%	0%[57.1 µM]	10%	-12%[57.5 µM]
O=C1COc2cc(S(=O)(=O)CCC(=O)N3CCCCC3)c(Cl)cc2N1	i	0	-0.9	6	0%	2%	6%	i
CCOc1ccccc1NC(=O)C1CCCCN1S(=O)(=O)c1ccccc1 (stereo not given)	i	1	2.5	21	2%	-5%	7%	-13%
Nc1nonc1C(=O)NCCNC(=O)c1ccc(Cl)c(Cl)c1	i	-13	-0.5	6	2%	4%	4%	i
Nc1nc(SCC(=O)Nc2ccc(Cl)c([N+](=O)[O-])c2)n[nH]1	i	4	-3.6	-8	?	-4%	6%	-45%[inhibitor]
CN(Cc1c(F)cccc1Cl)C(=O)c1ccc(NC(=O)CC2SC(N3CCCCC3)=NC2=O)cc1 (stereo not given)	i	7	2.9	6	2%	-5%	-1%	-13%
CCN(CC)CCCn1c2c(c(SCC(=O)Nc3ccc(OC(F)(F)F)cc3)nc1=O)CCC2	i	3	-3.8	-9	1%	-5%	-6%	-2%
Cc1n[nH]c(C)c1CNCc1c(C(=O)N2CCCCCCC2)nc2ccc(Cl)cn12	i	-4	-0.3	-6	-2%	0%	0%	i
COc1ccccc1N/N=C/c1c(CO)cnc(C)c1O	i	-3	-0.4	10	-8%	-7%	2%	i
COc1ccc(NC(=O)c2cc(C3CCCCN3S(C)(=O)=O)on2)c(C)c1 (stereo not given)	i	-8	-6.1	-25	.	10%	-2%	-8%
CC(=N\NC(=O)c1ccc([N+](=O)[O-])cc1)/C(=N/O)C(=O)Nc1ccccc1	i	-1	-1.4	-12	2%	-5%	3%	-1%
